APP 5'UTR act: APP 5'UTR luciferase reporter activation | SH-SY5Y APP 5'UTR luciferase reporter, luminescence; zero percent = DMSO vehicle wells | activation, % at 2 µM | actives 1% (n = 190,000) | AID 1276;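 active = activation above a set limit, based on mean plus 3 SD of controls, cut at about 140% in these data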; also: values of inactives mirror those of a sister screen read the other way
NF-kB neuron act: compounds increasing NF-kB expression in human neuronal cells; NF-kB reporter expression; hits give high values; fold change at 12.5 µM; actives 1.6% (n = 190,000); AID 1239; in the data active = fold change above about 3.3
FLuc act counter: firefly luciferase counter-screen for stimulation assays; P08659; ATPlite luciferase biochemical, luminescence, 10 min; 0 = ATP-free wells, 1 = DMSO control; activation factor at 10 µM; 200,000 tested, under 10 active; AID 1027;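 active = luciferase activation factor, scaled between plate controls, of at least 2 with compound at 10 µM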
Target sequence (P08659 whole entry, looked up): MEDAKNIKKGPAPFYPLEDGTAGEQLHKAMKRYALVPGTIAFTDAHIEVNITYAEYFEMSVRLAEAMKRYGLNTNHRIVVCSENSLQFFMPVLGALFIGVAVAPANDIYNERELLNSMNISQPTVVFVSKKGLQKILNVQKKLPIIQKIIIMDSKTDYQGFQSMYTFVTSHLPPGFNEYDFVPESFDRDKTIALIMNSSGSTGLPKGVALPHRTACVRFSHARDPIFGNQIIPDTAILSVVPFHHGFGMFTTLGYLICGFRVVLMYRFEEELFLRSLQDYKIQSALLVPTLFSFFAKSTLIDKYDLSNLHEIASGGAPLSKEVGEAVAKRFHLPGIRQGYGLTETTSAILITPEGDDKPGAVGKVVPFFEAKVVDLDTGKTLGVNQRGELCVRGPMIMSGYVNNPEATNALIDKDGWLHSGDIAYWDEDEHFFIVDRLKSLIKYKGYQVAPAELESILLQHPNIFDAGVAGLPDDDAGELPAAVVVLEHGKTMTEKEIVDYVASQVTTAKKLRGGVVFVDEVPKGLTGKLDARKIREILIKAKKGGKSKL
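Material: Luciferase/luciferin reagent mix | Doses: Test compounds dosed from 2 mM stocks in 100% DMSO | Timing: 10 min incubation after luciferase reagent addition, room temperature | Measured by: Luminescence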
APP transl inh: APP translation inhibition. SH-SY5Y APP 5'UTR-luciferase reporter, luminescence. inhibition, % at 2 µM. actives 0.82% (n = 190,000). AID 1285;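 active = inhibition above a set limit, derived from the sample mean plus 3 SD, cut at about 45% in these data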; also: values of inactives mirror those of a sister screen read the other way
Redox H2O2 prof: compounds producing H2O2 with reducing agent – biochemical, NIH compound library profiling, artefact control for MLSCN library redox annotation, primary screen | DTT-dependent redox cycling H2O2, phenol red/HRP absorbance; 100% = 100 µM peroxide control, 0% = buffer | activation, % at 10 µM | actives 0.03% (n = 200,000);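 active = activation of at least 50% relative to the plate's high and low controls in the primary single-dose screen; inactive = activation below 50%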;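 also: compound incubated with DTT at 0.8 mM final as the reducing agent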
Hsp70 act: switches on Hsp70 transcription; HeLa Hsp70 promoter luciferase reporter, luminescence; scaled: vehicle 0, proteasome-inhibitor control 100%; activation, % at 10 µM; actives 0.04% (n = 200,000);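 active = activation above the mean across all tested compounds plus 3 SD, cutoff set per campaign, cut at about 5.5% in these data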;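 also: 100% = MG132 at 30 µM as the positive control and 0% = DMSO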
FLuc inh counter: inhibits firefly luciferase, flagging false hits in luciferase inhibition screens | P08659 | ATPLite firefly luciferase biochemical luminescence, 10 min | inhibition, % at 10 µM | actives 1.5% (n = 200,000);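 active = inhibition above about 50% when tested at 10 µM, limit read from the data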
G6PDH CS: counter-screen for G6PDH assay hits: L. mesenteroides G6PDH inhibition | Purified L. mesenteroides G6PDH, diaphorase/resazurin coupled fluorescence, 45 min | inhibition, % at 5 µM | actives 0.12% (n = 200,000) | AID 1020; in the data active = inhibition above about 50%
Efa HMGR inh: blocks class II HMG-CoA reductase of Enterococcus faecalis; purified E. faecalis HMGR, NADPH absorbance 340 nm kinetic; inhibition, % at 10 µM; actives 0.41% (n = 190,000); AID 1066;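 active = inhibition above a set limit, the median over all tested compounds plus 3 SD, cut at about 9.5% in these data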;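 also: enzyme runs in reverse so mevalonate oxidation gives rising NADPH absorbance; 0% = complete reaction with DMSO and 100% = background rate lacking mevalonate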
STAT1 act: increases IFN-gamma driven STAT1 reporter signal; NIH 3T3 STAT1-luciferase reporter, luminescence; 100% = IFN-gamma alone, no compound; activation (% of control), % at 5.5 µM; AID 932; actives 2.6% (n = 200,000);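 active = activation above the screen-wide mean activation plus 3 SD, cut at about 130% in these data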;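 also: raw ratio to IFN-gamma control signal so 100% means no change and 0% no light; values of inactives mirror those of a sister screen read the other way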
The depositor's hits bear a star; x = not tested or not shown. Outcome played no part in choosing rows; overall some 5.3% were active at least once.

SMILES	APP 5'UTR act	NF-kB neuron act	FLuc act counter	APP transl inh	Redox H2O2 prof	Hsp70 act	FLuc inh counter	G6PDH CS	Efa HMGR inh	STAT1 act
CC(CCc1ccco1)NC(=O)c1cccc2c1C(=O)N(C1CCCCC1)C2 (stereo unspecified)	8	0.88	1	-8	-0.1	0.2	-3	7	-2	94
O=C(N/N=C/C(Br)=C/c1ccccc1)c1n[nH]c2c1CCC2	x	8*	0.5	x	0.1	0.5	47	-6	0	146*
COc1ccc(C2(CNC(=O)c3cccc([N+](=O)[O-])c3)CCOCC2)cc1	-6	1.3	1	6	-0.2	-0.1	-3	-6	-6	105
COC(=O)CN(c1cc(Cl)ccc1OC)S(=O)(=O)c1ccc(OC)c(OC)c1	-2	1.2	1.1	2	-0.2	-0.5	-10	3	0	89
C=CCn1c(Cc2cccs2)nnc1SCC(=O)Nc1cc(OC)cc(OC)c1	-6	0.8	1	6	-1.7	0.0	-5	4	2	91
Fc1ccc(COc2ccc(Br)cc2CNCC2CCCO2)cc1 (stereo unspecified)	5	0.89	1	-5	-2.0	-0.2	-1	-1	-3	91
O=C(N/N=C/c1ccc(O)cc1)/C(=C/c1ccc([N+](=O)[O-])cc1)NC(=O)c1ccccc1	x	0.98	1	x	0.9	0.4	-2	0	0	104
O=C(NC1(C(F)(F)F)N=C2SCCN2C1=O)C1CCCCC1 (stereo unspecified)	-16	1	1	16	0.5	0.0	0	0	3	103
Cc1c(N2C(=O)CSC2=S)c(=O)n(-c2ccccc2)n1C	11	1.4	1	-12	-0.3	0.6	2	1	-3	102
C1CCN(Cc2nnnn2C2CCCC2)CC1	-6	1.2	1	6	-0.4	-0.2	2	10	-3	101
COc1ccc(N2C(=O)C3C4C=CC(C4)C3C2=O)nn1 (stereo unspecified)	10	1.1	1	-10	0.4	-0.1	-5	-18	-6	101
C=CCn1c(SCC(=O)Nc2c(C)n(C)n(-c3ccccc3)c2=O)nc2sc(C)c(-c3ccccc3)c2c1=O	8	0.76	1	-8	1.7	-0.3	-4	3	-1	98
O=c1cc(CSc2nnc(-c3ccco3)o2)c2ccccc2[nH]1	-6	1.1	1	6	2.8	0.0	1	6	-1	101
COCCC(=O)N1CCCC(CNS(=O)(=O)c2ccc(OC)cc2)C1 (stereo unspecified)	-6	1.1	1.1	6	-0.2	-0.2	-8	10	-3	96
O=C(Nc1nnc(-c2cccc(F)c2)s1)Nc1ccccc1F	16	1.1	1	-16	1.2	-0.2	-2	14	-1	103
Cc1ccc(NC(=O)C2CCN(C(=O)NC3CCCCC3)CC2)cc1	5	1.1	1	-5	0.1	-0.1	1	0	1	98
O=C(NC1CC1)C1CCN(C2CCN(C(=O)c3ccc4cccc(F)c4n3)CC2)CC1	8	0.91	1.1	-8	-0.8	0.8	-8	1	-6	108
COC(=O)CSc1nnc(SCc2ccc(Cl)cc2)s1	5	1.1	1	-5	0.1	-0.2	3	2	-1	100
CCCc1nc(SCC(=O)Nc2nnc(SCC)s2)c2c(=O)n(C)c(=O)n(C)c2n1	3	0.94	1	-3	0.2	-0.2	-3	5	1	89
Cc1ccc(Nc2nc3ccccc3n3nnnc23)cc1	24	1.2	1	-24	-1.9	-0.1	0	5	-1	108

Taken from above:
For FLuc act counter, O=C(N/N=C/c1ccc(O)cc1)/C(=C/c1ccc([N+](=O)[O-])cc1)NC(=O)c1ccccc1 is listed with 1
For Hsp70 act, O=C(N/N=C/C(Br)=C/c1ccccc1)c1n[nH]c2c1CCC2 is listed with 0.5

(more compounds)
SMILES	APP 5'UTR act	NF-kB neuron act	FLuc act counter	APP transl inh	Redox H2O2 prof	Hsp70 act	FLuc inh counter	G6PDH CS	Efa HMGR inh	STAT1 act
Cc1ccc(NC(=O)Nc2cccc([N+](=O)[O-])c2)cc1F	102	1.6	0.9	-102	0.9	0.1	12	-4	-2	123
CCC(C)(C)n1nnnc1C(c1ccncc1)N1CCC(Cc2ccccc2)CC1 (stereo unspecified)	-5	0.69	1	5	-0.1	-0.3	-3	2	-10	97
CCOc1cc(C)c(Cl)cc1S(=O)(=O)NCC1CCCO1 (stereo unspecified)	5	0.96	1.1	-5	1.6	-0.3	-6	-2	-1	95
O=C(O)c1cccn1Cc1ccccc1F	-1	1.2	1.1	1	1.6	-0.1	-7	-1	1	94
C=CCN(CC=C)S(=O)(=O)c1ccc(C(=O)Nc2nnc(COC)o2)cc1	22	0.81	1	-22	-1.3	0.1	1	-2	-2	108
O=C1Oc2ccccc2C(=O)/C1=C/c1ccccc1O	7	1.5	1	-7	-0.3	-0.4	0	9	-4	92
CC(=O)Nc1ccc(S(=O)(=O)N(CC(=O)O)Cc2ccccc2)cc1	8	0.91	1	-8	0.6	-0.2	-3	5	2	91
CC(CNC(=O)c1ccc2c(c1)OCO2)c1ccc([N+](=O)[O-])cc1 (stereo unspecified)	-1	1	1.1	1	-0.8	-0.3	-8	3	-5	92
CC1(C)CC(C(CCN(Cc2ccccc2)C(=O)c2ccco2)c2ccc(F)cc2)CCO1 (stereo unspecified)	20	1.1	1	-20	-0.4	-0.4	-4	11	-1	106
COC(=O)c1ccccc1NC(=O)CCNC(=O)Cn1cnc2ccccc2c1=O	9	1	1.1	-9	-2.1	-0.2	-5	-5	-1	101
Cc1cc(C)cc(NC(=O)CSc2nc3[nH]ncc3c(=O)[nH]2)c1	-2	0.96	1	2	0.2	-0.1	-3	5	2	104
CC1CCC(NC(=O)c2ccc3nc[nH]c3c2)CC1 (stereo unspecified)	50	2	1	-50	1.8	-0.1	0	4	-1	129*
O=C(O)c1cccc(NC(=O)c2cccc(NC(=O)C3CCCO3)c2)c1 (stereo unspecified)	-20	1.2	1	20	0.8	-0.4	2	-5	1	76
Cc1ccc(OC(=O)c2ccc(N3CCOCC3)c([N+](=O)[O-])c2)cc1	2	1.4	1	-2	3.2	-0.4	-3	3	-3	105
C/C(=N/Nc1ccc([N+](=O)[O-])cc1)c1ccc(C)cc1C	17	2.3	1.1	-17	-1.6	0.0	-6	6	-3	101
Cc1cccc(-n2nc3c(c2NC(=O)c2ccco2)CS(=O)C3)c1C (stereo unspecified)	2	1.4	1	-2	0.1	-0.1	-3	6	-1	110
Cc1cccc(C)c1NC(=O)COc1ccc2c(C)c(Cc3ccccc3)c(=O)oc2c1	1	1.1	1.1	-1	0.5	-0.4	-12	17	1	100
CCCSc1nnc2n(-c3ccccc3OC)c(=O)c3c4c(sc3n12)CCC4	7	0.97	1.1	-7	0.2	-0.1	-9	-31	-2	92
CC(C)[C@H](NC(=O)c1ccccc1)C(=O)OCc1nc2scc(-c3ccccc3)c2c(=O)[nH]1	1	1.2	1	-1	-0.7	-0.4	-3	14	-2	100
CC1CN(C(=S)SCCN2C(=O)CCC2=O)CC(C)O1 (stereo unspecified)	-14	1.1	1	14	-0.3	-0.4	-2	27	-7	104

One compound at a time, from the list above:
Fc1ccc(COc2ccc(Br)cc2CNCC2CCCO2)cc1 (stereo unspecified) in the list: APP 5'UTR act: 5; NF-kB neuron act: 0.89; FLuc act counter: 1; APP transl inh: -5; Redox H2O2 prof: -2.0; Hsp70 act: -0.2; FLuc inh counter: -1; G6PDH CS: -1; Efa HMGR inh: -3; STAT1 act: 91
CCCSc1nnc2n(-c3ccccc3OC)c(=O)c3c4c(sc3n12)CCC4 in the list: APP 5'UTR act: 7; NF-kB neuron act: 0.97; FLuc act counter: 1.1; APP transl inh: -7; Redox H2O2 prof: 0.2; Hsp70 act: -0.1; FLuc inh counter: -9; G6PDH CS: -31; Efa HMGR inh: -2; STAT1 act: 92

Other results.
SMILES	APP 5'UTR act	NF-kB neuron act	FLuc act counter	APP transl inh	Redox H2O2 prof	Hsp70 act	FLuc inh counter	G6PDH CS	Efa HMGR inh	STAT1 act
CCC(=O)Oc1ccc(C(CC)C(CC)c2ccc(OC(=O)CC)cc2)cc1 (stereo unspecified)	11	1	1.1	-11	2.8	-0.1	-9	9	-2	106
Cc1ccc(S(=O)(=O)[N-]c2nc3ccccc3nc2-n2cc[n+](CCC(C)C)c2)cc1	-27	0.81	1	27	0.3	0.4	-3	-2	-8	99
CC(C)[C@H](CN(N=O)[C@@H](Cc1ccccc1)CN(C)N=O)N(CCc1ccccc1)N=O	12	0.65	1.1	-12	1.1	-0.1	-11	9	1	102
C/C(CC(=O)Nc1ccc(Cl)c(Cl)c1)=N\NC(N)=S	-12	1.7	1	12	-7.7	-0.2	-4	8	-10	91
COc1ccccc1C(=O)N(Cc1cccs1)C1CCS(=O)(=O)C1 (stereo unspecified)	-13	1.1	1.1	13	-0.3	0.0	-7	5	3	106
O=C(CN1CCc2ccccc21)NCc1ccccc1Cl	22	1.1	1	-22	0.0	-0.3	-1	-5	1	104
COCC(=O)Nc1nnc(-c2ccc(C(C)(C)C)cc2)s1	142*	8.4*	0.4	-142	-2.0	-0.4	60*	11	-7	136*
O=c1c2ccccc2c2ccccc2c(=O)n1CC1CCCO1 (stereo unspecified)	-3	1.3	1	3	-11	-0.4	0	-5	-1	100
COC(=O)c1cc(=O)nc2sc3cc(OC)ccc3n12	-29	1.1	1	29	-0.3	-0.1	-1	2	-1	96
Cn1c(-c2ccc3nc(N)sc3c2)nc2cc(N)ccc21	21	1.3	0.8	-21	-0.6	0.1	18	-2	-1	119
CNC(=O)CCc1[nH]c2ccccc2c1Sc1ccccc1	-9	0.84	1	9	-0.3	-0.3	1	-5	-8	97
CCN(C(=O)CN1CCN(c2ccccc2F)CC1)c1c(N)n(Cc2ccccc2)c(=O)[nH]c1=O	8	1.3	1	-8	-1.1	0.0	-1	7	-4	99
Oc1ccc(N=Nc2n[nH]c(-c3ccc(Br)cc3)n2)cc1	7	1.2	0.9	-7	0.3	0.9	12	-3	-4	101
COc1cccc(NC(=O)CNC(=O)c2ccc(OC)c(OC)c2)c1	0	1.1	1	0	-0.4	-0.3	-2	19	-6	106
CC1=NN(c2ccccc2)C(=O)/C1=C\c1ccc(Oc2ccc([N+](=O)[O-])cc2[N+](=O)[O-])cc1	2	1.6	1.1	-2	1.2	0.1	-9	-13	-6	90
Cc1nnc(SCC(=O)N2CCN(Cc3ccccc3)CC2)s1	4	1.1	1	-4	0.8	-0.1	-4	2	-2	103
Cc1ccc(/C=C/C(=O)Nc2nc3ccccc3[nH]2)cc1	180*	2	0.9	-180	0.5	0.0	12	-10	-2	129*
Nc1nc2n(n1)C(c1ccccc1Cl)CC(c1ccc(F)cc1)N2 (stereo unspecified)	-10	1.1	1.1	10	-0.7	-0.2	-6	7	3	101
COc1ccc(/C=C/C(=O)NC(=S)NNC(=O)Cc2cccs2)cc1OC	-5	0.88	1	5	-1.4	-0.2	-5	16	-3	103
COc1ccc(-c2ccnc(-c3ccc(OCCCF)cc3)n2)cc1	2	1.1	1	-2	0.7	0.0	0	-25	2	106
CCc1ccc(N(CC(=O)NC2CCCCC2)S(=O)(=O)c2c(C)noc2C)cc1	x	1.3	1	x	-0.8	-0.2	-2	-3	-5	98
O=C(O)COc1ccc2nsnc2c1Cl	13	0.9	1	-13	0.1	-0.3	-3	8	3	98
COc1ccc(S(=O)(=O)N2CCCC(C(=O)NCc3ccccn3)C2)cc1 (stereo unspecified)	7	1	1.1	-7	-0.6	-0.4	-7	1	-5	96
Cc1cc(CN2CCCC(CO)(Cc3cccc(Cl)c3)C2)n[nH]1 (stereo unspecified)	4	1.4	1.1	-4	0.7	-0.1	-6	7	-1	99
COc1ccccc1C1=NN(C2=NN=C(N)Cc3ncnn32)C(O)(C(F)(F)F)C1 (stereo unspecified)	-4	1.1	1.1	4	-0.6	-0.2	-5	4	-5	93

Bioassay records as filed in PubChem.
